uPA generation = inhibitors of cell surface uPA generation; cell surface uPA generation assay, qHTS; Potency, µM (titrated, usually from 38.3 µM), for the others: at the highest dose activity change, negative = inhibition, usual class: inhibitors; 330,000 tested, 0.31% active; active means well fitted inhibition curve with a large enough effect; inconclusive means small, poorly fitted or top-dose-only effect; inactive means no such curve, though single readings can be large or run the other way; tested in mouse RAW 264.7 cells; further: potency means the concentration at half of the fitted maximal effect; on the % scale 0 is the no-effect control and ±100 the full control effect; nearly all actives have a fitted effect of over 55% in size
ELG1 repair inh = inhibitors of ELG1-dependent DNA repair in HEK293T cells | HEK293T ELG1-luciferase reporter, luminescence, 16 h; DNA damage induced by 5-fluorouridine | Potency, µM (titrated, usually from 46.1 µM), for the others: at the top dose activity change, negative = inhibition, hits mostly inhibitors | 330,000 tested, 2.3% active | AID 504467; further: potency means the concentration at half of the fitted maximal effect; on the % scale 0 is the no-effect control and ±100 the full control effect; nearly all actives have a fitted effect of over 55% in size
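Reporter activity after DNA damage by 5-fluorouridine is monitored. Compound-treated cells incubate 16 hr at 37 °C, then ONE-Glo is added for 30 min before luminescence reading.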
USP2a block = blocks human ubiquitin-specific protease USP2a | AID 463254 | Potency, µM (highest dose often 38.3 µM), inactives show at the top dose activity change, negative = inhibition, hits mostly inhibitors | 330,000 tested, 0.01% active | USP2 core, Ub-CHOP2 coupled fluorogenic reporter, 485/531;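 further: potency means the concentration at half of the fitted maximal effect; plate controls were DMSO wells for no effect and full inhibition by NEM control for full effect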
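Deubiquitinase activity read as fluorescence (485/531 nm) after Ub-CHOP2 cleavage activates the enterokinase reporter on its substrate; USP2 core 10nM, Ub-CHOP2 and substrate 25nM each, 30min compound preincubation then 60min RT; data normalized to NEM, curves fitted.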
TCR act = activates T cell receptor signaling; primary human leukocytes, anti-CD3, IL-2 HTRF, 48 h; Potency, µM (series often up to 9.22 µM), without a hit: at the top dose activation of IL-2 secretion, most hits filed as activators; 330,000 tested, under 10 active; AID 504894; further: % of control where 0% means no effect
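TCR engagement came from a-CD3 beads alone, with compounds added to primary human leukocytes for 48 hr. Secreted IL-2 bridged europium cryptate- and d2-labelled anti-IL-2 antibodies, giving FRET emission at 665nm after 320nm excitation.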
Eya2 phos inh = Eya2 (human) phosphatase inhibition; 330,000 tested, 0.006% active; O00167; Potency, µM (series often up to 76.9 µM), for inactives: at the highest dose activity, negative = inhibition, actives largely listed as inhibitors; AID 488837; recombinant Eya2, OMFP fluorescence dephosphorylation (OMFP is methylfluorescein phosphate); further: potency means the concentration at half of the fitted maximal effect; on the % scale 0 is the no-effect control and ±100 the full control effect
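Eya2 protein (added as 0.2 uM solution) was preincubated with compound for 10 min at ambient temperature in 50 mM HEPES pH 7.5, 50 mM NaCl, 5 uM MgCl2, 0.05% BSA, 1 mM DTT. OMFP (added at 50 uM) then reacted 10 min; fluorescence read at 485/525 nm.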
PTAP TSG101 blk = blocks PTAP/TSG101 interaction to inhibit HIV-1 budding; Q99816; AID 493005; 340,000 tested, under 10 active; Potency, µM (series often up to 115 µM), for the others: at the highest dose activity change, negative = inhibition, usual class: inhibitors; Fluorescence polarization, FITC-PTAP peptide / Tsg101 binding; active means well fitted inhibition curve with a large enough effect in the main read-out, with a control signal flat, not every such curve was filed as active; inconclusive means small, poorly fitted or top-dose-only effect, or effect the other way, or a change in a side signal; inactive means no such curve, though single readings can be large or run the other way; further: potency means the concentration at half of the fitted maximal effect; % of control where 0% means no effect
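Tsg101 binding domain (10 uM final) was mixed with compound and a FITC-labeled PTAP peptide (50 nM final) in HEPES pH 7.5 buffer with NaCl, Tween 20, EDTA and TCEP; fluorescence polarization was read after 20 min at r.t.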
Mito fusion yeast = blocks mitochondrial division or promotes mitochondrial fusion | Potency, µM (titrated, usually from 46.1 µM), for inactives: at the top dose growth rescue (activation), actives largely listed as activators | 320,000 tested, 0.23% active | S. cerevisiae fusion-defective mutant growth rescue, CellTiterGlo 48 h;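 further: potency means the concentration at half of the fitted maximal effect; % of control where 0% means no effect; nearly all actives have a fitted effect of over 45% in size; temperature-sensitive fusion mutants such as fzo1-1 at 37 °C on non-fermentable ethanol glycerol medium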
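Growth-rescue viability read-out: after 48 h at the non-permissive 37C in glycerol/ethanol YPEG, yeast mitochondrial fusion mutants are measured by CellTiterGlo luminescence; compounds (23 nl pinned per well) restoring growth score as division inhibitors or fusion activators.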
TSHR antag = antagonists of human thyroid stimulating hormone receptor | P16473 | 330,000 tested, 0.2% active | AID 504810 | activity change, negative = inhibition, % at 11.5 µM | TSHR-expressing cells, TSH-stimulated cAMP HTRF, 2 h; hits give low values;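 active means activity change below a set negative limit, meaning inhibition stronger than a set level, cut at about -70% in these data; inconclusive means activity change between two set negative limits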; further: on the % scale 0 is the no-effect control and ±100 the full control effect
Target sequence (P16473 whole entry, looked up): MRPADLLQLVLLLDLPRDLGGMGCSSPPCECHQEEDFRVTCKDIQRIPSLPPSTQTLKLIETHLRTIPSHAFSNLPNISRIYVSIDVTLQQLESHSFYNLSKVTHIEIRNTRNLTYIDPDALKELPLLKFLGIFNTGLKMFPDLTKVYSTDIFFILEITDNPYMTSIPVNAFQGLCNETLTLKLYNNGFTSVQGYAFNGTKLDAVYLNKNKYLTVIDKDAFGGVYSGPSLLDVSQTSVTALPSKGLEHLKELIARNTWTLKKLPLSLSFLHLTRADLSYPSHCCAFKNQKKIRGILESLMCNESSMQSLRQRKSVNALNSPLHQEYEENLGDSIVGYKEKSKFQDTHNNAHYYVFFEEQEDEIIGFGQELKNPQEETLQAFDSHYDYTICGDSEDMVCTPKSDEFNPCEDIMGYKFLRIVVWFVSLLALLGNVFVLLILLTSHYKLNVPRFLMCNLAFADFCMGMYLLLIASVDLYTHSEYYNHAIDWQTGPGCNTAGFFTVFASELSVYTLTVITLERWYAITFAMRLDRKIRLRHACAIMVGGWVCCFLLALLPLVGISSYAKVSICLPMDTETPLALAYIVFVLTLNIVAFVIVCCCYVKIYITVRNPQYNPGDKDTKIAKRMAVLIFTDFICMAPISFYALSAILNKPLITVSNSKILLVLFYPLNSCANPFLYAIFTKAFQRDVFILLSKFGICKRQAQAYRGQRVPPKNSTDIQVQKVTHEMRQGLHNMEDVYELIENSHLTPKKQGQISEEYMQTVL
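Cell-based HTRF cAMP assay; TSHR cells + compound, TSH EC80 (4nM final), 2 h, 37 deg C. Lysis with anti-cAMP cryptate and cAMP-d2, 30 min RT, read 665/620 nm.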
BCR signal inh = blocks chronic active B-cell receptor signaling; ABC-DLBCL IkBa-CBG/CBR reporter, luminescence ratio, 4 h; Potency, µM (series often up to 46.1 µM), without a hit: at the highest dose ratio change, negative = lower green/red ratio, hits mostly inhibitors; 340,000 tested, 0.05% active; active means well fitted inhibition curve with a large enough effect in the signal ratio, with a control signal flat, not every such curve was filed as active; inconclusive means small, poorly fitted or top-dose-only effect, or effect the other way, or a change in a side signal; the % refers to the signal ratio;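 further: potency means the concentration at half of the fitted maximal effect; plate controls were basal doxycycline-induced cells for no effect and cells given 10 µM MG132 for full effect; MG132 reads +100%, hits lower the ratio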
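TMD8 human ABC-DLBCL cells with doxycycline-inducible IκBα–green luciferase fusion and unfused red luciferase, in 0.5% FBS medium; compounds up to 46 uM, 4 h at 37C. Green/red luminescence ratio, filter-overlap corrected, fitted to concentration-response curves.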
Tb PFK inh = inhibitors of T. brucei phosphofructokinase. O15648. T. brucei PFK, ADP-Glo luminescence. Potency, µM (top dose mostly 57.5 µM), inactives show at the top dose activity, negative = inhibition, actives largely listed as inhibitors. 330,000 tested, 0.17% active;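 further: potency means the concentration at half of the fitted maximal effect; 0% = uninhibited 1x PFK enzyme wells and -100% = no-enzyme wells; nearly all actives have a fitted effect of over 60% in size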
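Luminescent ADP detection (ADP-Glo, two-step: ATP depletion then ADP-to-ATP conversion for luciferase) reported PFK activity after 45 min room-temperature reaction of 1.25 nM enzyme with 0.5 mM F6P and 0.1 mM ATP at pH 8.0.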
B2AR arrestin = beta2AR (human) beta-arrestin recruitment activity | P07550 | beta-arrestin recruitment to beta2AR, cell-based reporter | Potency, µM (series often up to 46.1 µM), for inactives: top-dose activation, usual class: activators | 330,000 tested, 0.02% active | AID 492947;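 further: potency means the concentration at half of the fitted maximal effect; 0% = DMSO controls and full agonism = EC100 isoproterenol or metaproterenol; nearly all actives have a fitted effect of over 65% in size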
* = called active by the depositor; ? = inconclusive; . = no result given; [ ] = another dose, or the depositor's remark. Unless noted, the call rests on the fitted dose curve; in most records, active means well fitted curve in the direction sought with a large enough effect; inconclusive means small, poorly fitted or top-dose-only effect, or another doubt; inactive means no such curve, though single readings can be large; an effect the other way counts as inactive or inconclusive. An unsorted share of the library. About 3% of those tested had a hit in this group.

SMILES	uPA generation	ELG1 repair inh	USP2a block	TCR act	Eya2 phos inh	PTAP TSG101 blk	Mito fusion yeast	TSHR antag	BCR signal inh	Tb PFK inh	B2AR arrestin
Cc1ccc(C(=O)Nc2ccccc2C(=O)NC(C(=O)O)C(C)C)cc1 (configuration not stated)	.	?	-1%	9%	4%	-6%	-4%	-13	?	14%	2.7%
CCS(=O)(=O)N1CCC(NC(=O)C(Cc2cc(OC)ccc2OC)NC(C)=O)CC1 (configuration not stated)	2%	-1%	-1%	-8%	1%	2%	2%	23	?	0%	-0.9%
CSc1ccc(S(=O)(=O)Nc2c(C)n(C)n(-c3ccccc3)c2=O)cc1	16%	8%	-1%	1%	8%	-2%	1%	-5	0%	1%	-0.4%
CSc1ccccc1NC(=O)c1ccccc1N(C)S(C)(=O)=O	-3%	12%	0%	9%	5%	-7%	-4%	15	0%	-2%	-1.0%
Cc1ccc(N2C(=O)C3NN=C(C(=O)OCc4ccccc4)C3C2=O)cc1 (configuration not stated)	3%	2%	4%	1%[46.1 µM]	8%	1%	-8%	5	4%	-2%	-0.5%
COCCn1c(SCC(=O)Nc2ccc(C)cc2)nc2c(oc3ccccc32)c1=O	-10%	9%	4%	12%[46.1 µM]	8%	-2%	0%	11	1%	0%	-0.4%
COc1ccccc1N1CCN(C(CNS(=O)(=O)c2cccs2)c2cccnc2)CC1 (configuration not stated)	-6%	-10%	1%	0%	-3%	-2%	0%	9	12%	1%	-0.1%
Cc1cc(C)c(C#N)c(SCc2ccccc2C(=O)O)n1	-4%	-2%	0%	-3%	5%	-1%	8%	0	-1%	-3%	-0.4%
O=C(O)[C@@H]1CCCN1C(=O)c1ccco1	-2%	-5%	1%	-4%[46.1 µM]	0%	0%	-4%	15	4%	-1%	-0.6%
COC(=O)C1CCN(C(c2cc(OC)c(OC)c(OC)c2)c2sc3nc(C)nn3c2O)CC1 (configuration not stated)	9%	-9%	0%	10%	-13%	-2%	4%	3	-3%	-1%	-0.1%
CN(C(=O)c1cccc(NC(=O)c2cccs2)c1)c1ccccc1	8%	17%	2%	-1%	5%	-3%	13%	34	?	-1%	-0.1%
CN(C)c1ccc(-c2nc3ccccc3n2C)cc1	?	?	1%	3%	11%	-16%	-12%	3	?	?	-0.3%
Cc1cc(C)c(S(=O)(=O)Cc2ccccc2)c(Cl)n1	-4%	6%	4%	-5%	3%	-1%	15%	9	3%	3%	-0.1%
O=[N+]([O-])c1ccccc1S(=O)(=O)Nc1ccc(S(=O)(=O)N2CCCC2)cc1	12%	10%	3%	2%	-13%	0%	.	-26	1%	4%	-3.1%
Cc1cc(C)n(-c2nc(C)nc3sc4c(c23)CCC(C)C4)n1 (configuration not stated)	8%	-15%	3%	-2%	-1%	-5%	12%	-3	-4%	10%	0.1%
Cc1ccc(NC(=O)CS(=O)CC(=O)N(C(C)C(=O)NC2CCCCC2)C(C)(C)C)cc1 (configuration not stated)	1%	9%	-1%	7%	0%	-1%	3%	-4	1%	0%	-0.2%
COc1ccc(-c2noc(CCCC(=O)NC3CCCCC3)n2)cc1OC	12%	10%	1%	7%	5%	1%	-23%	5	2%	-2%	-0.9%
CCN1CCc2nc(NC(=O)Cc3ccc4c(c3)OCCO4)sc2C1	-4%	9%	-8%	-6%	-6%	-6%	-5%	5	?	-1%	0.1%
Cc1nn(Cc2ccccc2)c(C)c1/C=N/NC(=O)c1ccncc1	-15%	?	0%	14%	1%	-1%	6%	-5	0%	4%	-0.5%
COc1ccc(C(=O)N/N=C/c2ccccc2C(=O)O)cc1OC	-5%	-2%	6%	1%	-9%	-1%	-1%	5	?	-4%	0.5%
CC(=O)Nc1ccc(N/C=C/C(=O)C(C)(C)C)cc1	-1%	27%	1%	.	-9%	.	-1%	16	?	1%	-0.8%
CC(C)n1nc(C(=O)Nc2nnc(C3CC3)s2)c2ccccc2c1=O	-2%	-14%	2%	-23%	-5%	6%	1%	-5	?	0%	0.5%
CCN1CCN(C(=O)c2cc3cc(Cl)ccc3[nH]2)CC1	-5%	?	-5%	-2%	4%	-2%	7%	3	?	-1%	-0.8%
C/C(=N/n1cnnc1)c1cccnc1	1%	?	1%	-27%	12%	0%	-5%	-3	0%	-4%	-0.2%
O=C(Nc1cc(Cl)cc(Cl)c1)c1ccc(Cn2c(=O)[nH]c3ccsc3c2=O)cc1	-3%	?	5%	-2%	7%	0%	-4%	6	2%	2%	-5.2%
CCOc1ccccc1CN1C(=O)c2ccccc2C1C(=O)NC(C)CC (configuration not stated)	0%	-3%	5%	.	12%	-6%	0%	-4	-1%	4%	0.0%
CCOC(=O)c1c(C)nc2c(c1-c1cc(OC)ccc1OC)C(=O)c1ccccc1-2	3%	?	3%	2%	2%	1%	-2%	7	-2%	0%	-0.1%
COc1ccc([N+](=O)[O-])cc1N(CC(O)CN(C)C)S(=O)(=O)c1ccc(C)cc1 (configuration not stated)	?	0%	1%	-9%	5%	2%	2%	-6	-2%	-4%	0.3%
CC(=O)NCCNc1nc2c(-c3ccccc3)nnn2c2ccccc12	-5%	1%	-1%	-5%	-1%	-1%	-4%	-38	?	12%	-0.1%
CCOc1cc(/C=N/N=C/c2ccc(O)c(OCC)c2)ccc1O	-7%	-9%	1%	1%	-4%	-6%	-4%	-4	?	0%	0.3%
O=C(Oc1ccc(OC(=O)c2ccco2)c(S(=O)(=O)c2ccc(Cl)cc2)c1)c1ccco1	-3%	-6%	3%	0%[46.1 µM]	7%	-2%	?	-8	-6%	-1%	-0.4%
CCOC(=O)c1c(-c2ccccc2)csc1NC(=O)CSc1nc(C)cc(C)n1	6%	?	6%	-12%	-1%	-1%	0%	-19	0%	3%	2.5%
CCS(=O)(=O)N1CCC(C(=O)NCCCN2CCN(c3ccccc3F)CC2)CC1	0%	3%	2%	-7%	-7%	-6%	0%	5	-5%	0%	-1.1%
CC(C)(C)NC(=O)C(c1ccc(O)cc1)N(C(=O)Cn1nnc(-c2ccc(F)cc2)n1)c1ccccc1F (configuration not stated)	?	0%	-8%	0%	-8%	1%	23%	11	-9%	-6%	-0.9%
O=C(Cn1cc(C(F)(F)F)cc(Cl)c1=O)NCc1ccccc1	1%	?	0%	-1%	10%	-3%	-9%	-5	6%	-5%	0.3%
CS(=O)(=O)c1ccc(NC(=O)C2CCCN(C(=O)c3ccc(Cl)cc3)C2)cc1 (configuration not stated)	9%	-5%	-1%	.	5%	-6%	0%	-16	0%	2%	-0.2%
COc1ccc(-c2sc3cc4c(cc3c2C#CC2(O)CCCCC2)OCO4)cc1	-2%	-1%	5%	3%	-16%	.	?	-5	?	0%	-0.9%
COc1ccccc1C(c1nnnn1C(C)(C)C)N1CCCc2ccccc21 (configuration not stated)	7%	-24%	-2%	5%	14%	0%	-7%	11	7%	-13%	0.4%
O=C(CN(Cc1ccco1)C(=O)c1cc(=O)[nH]c2ccccc12)Nc1ccccc1C(F)(F)F	6%	-21%	0%	16%	-7%	-5%	-3%	-4	-3%	-7%	-0.7%
CCn1ncc(CN2CCCC(CNC(=O)c3ccc(F)cc3)C2)c1C (configuration not stated)	-1%	-4%	2%	.	-4%	-1%	-1%	3	3%	0%	-0.2%
CSc1nc2n(n1)C(c1cc(Br)ccc1F)C(C(=O)N(C)C)=C(C)N2 (configuration not stated)	1%	14%	-1%	-8%	-2%	-7%	-5%	-9	4%	1%	0.2%
CCOC(=O)NC(Nc1nnc(SCC)s1)(C(F)(F)F)C(F)(F)F	-5%	-5%	0%	2%	-2%	-3%	1%	2	?	2%	0.2%

Screens as filed in PubChem.
